HT1080 cytotoxicity = cytotoxicity in HT1080 fibrosarcoma cells, cell-based, fluorescence readout (AID 620) | HT1080 viability, fluorescence; higher % means a stronger effect | one-dose cytotoxicity, % at 10 µM; EC50 in µM for titrated hits | 0.42% of 87,000 active; in the data active means cytotoxicity above about 50%;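 further: cells exposed to compound overnight then 4 h with Alamar Blue; 0% = vehicle DMSO and 100% = killing control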
* = called active by the depositor. These rows are one share of the data. The share of hits here may be higher or lower than overall.

`Cc1c(Cl)cccc1NC(=S)NNc1ncc(C(F)(F)F)cc1Cl` gave HT1080 cytotoxicity -20%.
Screening COc1ccc(C(=O)Nc2ccc3c(c2)nc(CCNC(C)=O)n3C)cc1 returned HT1080 cytotoxicity -3%.
CC(C)C(=O)Nc1ccc2c(c1)oc1ccccc12 was read as HT1080 cytotoxicity 0%.
For COc1ccc(-c2cc(-c3ccc(OC)cc3)c(C#N)c(SC)n2)cc1 the results were HT1080 cytotoxicity 11%.
CC(=O)c1c(C(C)=O)c(C)n(-c2nc(-c3ccc(Br)cc3)c(C)s2)c1C was read as HT1080 cytotoxicity 6%.
For C=CCOC(=O)C1=C(C)NC(SCC(=O)Nc2nccs2)=C(C#N)C1c1cccs1 (centres undefined) the results were HT1080 cytotoxicity 4%.
Screening O=C1c2ccccc2NC2(CCCC2)N1O returned HT1080 cytotoxicity -1%.
For Cc1ccc(CNC(=O)C2CC(=O)N(c3ccc(OCC(=O)N4CCCC4)cc3)C2)cc1 (centres undefined) the results were HT1080 cytotoxicity -6%.
For CCNC(=O)COC(=O)c1cc(-c2ccc(OC)cc2)nc2ccccc12 the results were HT1080 cytotoxicity -15%.
For CCC(CC)=N/N=C/c1c(O)n(CC)c2cc(C3=NNC(=O)CC3)ccc12 the results were HT1080 cytotoxicity 5%.
Screening CCN(CC)c1ccc(NC(=O)c2cnn(CC)c2)cc1 returned HT1080 cytotoxicity -24%.
`N#C/C(=C/c1ccc(Sc2nc3ccccc3[nH]2)o1)c1cccc(Br)c1` gave HT1080 cytotoxicity -1%.

The final six records of the part above are carried over, then new ones follow.
Screening O=C1c2ccccc2NC2(CCCC2)N1O returned HT1080 cytotoxicity -1%.
For Cc1ccc(CNC(=O)C2CC(=O)N(c3ccc(OCC(=O)N4CCCC4)cc3)C2)cc1 (centres undefined) the results were HT1080 cytotoxicity -6%.
For CCNC(=O)COC(=O)c1cc(-c2ccc(OC)cc2)nc2ccccc12 the results were HT1080 cytotoxicity -15%.
For CCC(CC)=N/N=C/c1c(O)n(CC)c2cc(C3=NNC(=O)CC3)ccc12 the results were HT1080 cytotoxicity 5%.
Screening CCN(CC)c1ccc(NC(=O)c2cnn(CC)c2)cc1 returned HT1080 cytotoxicity -24%.
`N#C/C(=C/c1ccc(Sc2nc3ccccc3[nH]2)o1)c1cccc(Br)c1` gave HT1080 cytotoxicity -1%.
For Cc1cc(C)nc(Sc2ncnc3c2oc2ccccc23)n1 the results were HT1080 cytotoxicity -15%.
S=C1NCCc2ccccc2C1c1ccccc1 (centres undefined) was read as HT1080 cytotoxicity -3%.
Screening CN1CCN(C2CC(=O)N(Cc3ccc(N4CCCC4=O)cc3)C2=O)CC1 (centres undefined) returned HT1080 cytotoxicity 11%.
CCOC(=O)C(=O)Nc1ccccc1C(=O)Nc1ccc(OC)cc1 was read as HT1080 cytotoxicity 1%.
`CCCCNC(=O)CC1SC(=NCC)N(CC)C1=O` (centres undefined) gave HT1080 cytotoxicity 3%.
COC(=O)c1cc(C#N)c(SCc2ccccc2)nc1C was read as HT1080 cytotoxicity 1%.
For COc1ccc(OCC(=O)N2CCN(C(=O)c3cccc(F)c3)CC2)cc1 the results were HT1080 cytotoxicity -12%.
COc1ccc(NC(=O)NCCCN2CCCC2=O)c(OC)c1 was read as HT1080 cytotoxicity 4%.
Screening COc1ccc(C=Nc2cccc3c(=O)[nH][nH]c(=O)c23)c2ccccc12 returned HT1080 cytotoxicity -2%.
`O=C(N/N=C/c1ccco1)c1cc(-c2ccccc2)n[nH]1` gave HT1080 cytotoxicity -4%.
Screening CN(C)CCCNc1cn[nH]c(=O)c1Cl returned HT1080 cytotoxicity 7%.
For COc1ccc(C(C)=O)cc1CN1CCCCC1 the results were HT1080 cytotoxicity 15%.
For CC(C)(C)c1ccc(CN2C3=NCCCN3c3ccccc32)cc1 the results were HT1080 cytotoxicity -2%.
CC(C)(C(N)=O)N1CCN(c2ncc(C(F)(F)F)cc2Cl)CC1 was read as HT1080 cytotoxicity -7%.
For CCCn1nc(NC(=O)c2cccs2)c2cc3ccccc3nc21 the results were HT1080 cytotoxicity 20%.
CNc1nc(C(=O)O)nc(N2CCOCC2)n1 was read as HT1080 cytotoxicity -1%.
O=C(Cc1ccc(Br)cc1)OCC(=O)c1ccc2c(c1)OCCO2 was read as HT1080 cytotoxicity -7%.
Cc1cc(NC(=O)CCC(=O)N(CC(=O)NC2CCCC2)Cc2ccco2)no1 was read as HT1080 cytotoxicity -7%.
Screening CCn1c(=O)cc(SCC(=O)NCc2ccc(C)o2)c2ccccc21 returned HT1080 cytotoxicity 4%.
CCc1ccc(Nc2ncc3c(n2)CC(c2ccc(OC)cc2)CC3=O)cc1 (centres undefined) was read as HT1080 cytotoxicity -7%.
`CCCC[C@@H]1C[C@H]1C(NC(=O)c1cccs1)c1ccccc1C(F)(F)F` (some centres undefined) gave HT1080 cytotoxicity -10%.
`COc1ccc2nc3c(c([Si](C)(C)C(C)(C)C)c2c1)Cn1c-3cccc1=O` gave HT1080 cytotoxicity -13%.
For CCCNC(=O)CN(C)S(=O)(=O)c1c(C)cc(C)cc1C the results were HT1080 cytotoxicity -6%.
`O=C(NCCCn1ccnc1)c1ccc(S(=O)(=O)N2CCCCCC2)cc1` gave HT1080 cytotoxicity -13%.
For CCCc1ccc(OCc2ccc(C(=O)O)o2)c(OC)c1 the results were HT1080 cytotoxicity -11%.
For CC(=O)c1ccc(NC(=O)c2cnn3c(C(F)F)cc(C4CC4)nc23)cc1 the results were HT1080 cytotoxicity 4%.
COCCn1nnnc1CN(Cc1ccco1)Cc1cc2cc3c(cc2[nH]c1=O)OCO3 was read as HT1080 cytotoxicity -11%.
Clc1ccc(OCCn2cnc3ccccc32)c(Cl)c1 was read as HT1080 cytotoxicity 1%.
CCc1ccc(OCC(=O)NCCOc2ccccc2)cc1 was read as HT1080 cytotoxicity 22%.
For CCOC(=O)CSc1nnc(-c2ccoc2C)n1-c1ccc(C)cc1 the results were HT1080 cytotoxicity -3%.
`COC(=O)C(NC(=O)c1ccc(Cl)cc1)(Nc1nc(C)cs1)C(F)(F)F` (centres undefined) gave HT1080 cytotoxicity -9%.
`CC(C)(C)NC(=O)NC(=O)CSc1nnc(-c2ccccc2F)n1N` gave HT1080 cytotoxicity 8%.
CC12CC(c3ccccc3O1)N(C(=O)c1ccco1)C(=S)N2c1ccccc1 (centres undefined) was read as HT1080 cytotoxicity 13%.
Screening CSc1cc(-c2ccc(Cl)cc2)n(Cc2ccccc2)c(=O)c1C#N returned HT1080 cytotoxicity -9%.
`COc1ccc(CN2CN=C(Nc3nc4ccccc4s3)NC2)cc1` gave HT1080 cytotoxicity -10%.
`CCOC(=O)Nc1sc(NS(=O)(=O)c2ccc(C)cc2)nc1C` gave HT1080 cytotoxicity -9%.

Gathered by group: the compounds so far containing an aryl thioether with sulfur outside any ring
For COc1ccc(-c2cc(-c3ccc(OC)cc3)c(C#N)c(SC)n2)cc1 the results were HT1080 cytotoxicity 11%.
`N#C/C(=C/c1ccc(Sc2nc3ccccc3[nH]2)o1)c1cccc(Br)c1` gave HT1080 cytotoxicity -1%.
For Cc1cc(C)nc(Sc2ncnc3c2oc2ccccc23)n1 the results were HT1080 cytotoxicity -15%.
COC(=O)c1cc(C#N)c(SCc2ccccc2)nc1C was read as HT1080 cytotoxicity 1%.
Screening CCn1c(=O)cc(SCC(=O)NCc2ccc(C)o2)c2ccccc21 returned HT1080 cytotoxicity 4%.
For CCOC(=O)CSc1nnc(-c2ccoc2C)n1-c1ccc(C)cc1 the results were HT1080 cytotoxicity -3%.
`CC(C)(C)NC(=O)NC(=O)CSc1nnc(-c2ccccc2F)n1N` gave HT1080 cytotoxicity 8%.
Screening CSc1cc(-c2ccc(Cl)cc2)n(Cc2ccccc2)c(=O)c1C#N returned HT1080 cytotoxicity -9%.

Later entries
Screening CN(CCOC(=O)C1c2ccccc2Oc2ccccc21)C(C)(C)C returned HT1080 cytotoxicity -25%.
`CC(C)=CCCC1=CCC2C(=O)NNC(=O)C2C1` (centres undefined) gave HT1080 cytotoxicity 1%.
`CC1CCCC(C(=O)O)N1C(=O)CCS` (centres undefined) gave HT1080 cytotoxicity 5%.
`COC(=O)c1ccc(C(NC(=O)OCc2ccccc2)/C(I)=C/[C@@H](C)C(=O)Nc2ccccc2)cc1` (some centres undefined) gave HT1080 cytotoxicity -14%.
For O=C1OC(c2ccccc2)C2(CCCC2)C(=O)C12CCCC2 (centres undefined) the results were HT1080 cytotoxicity -18%.
`CCOC(=O)CNC(=O)CSc1nnc(-c2ccncc2)n1-c1ccc(Cl)cc1` gave HT1080 cytotoxicity -3%.
For CCCCC(=O)Nc1ccc(NC(=O)c2cccs2)cn1 the results were HT1080 cytotoxicity 20%.
Screening COc1ccc(N/C(=C(/C(Cl)=C(Cl)Cl)[N+](=O)[O-])n2nnc3ccccc32)cc1OC returned HT1080 cytotoxicity 3%.
Screening O=C(c1ccc(Cl)c(S(=O)(=O)N2CCCCCC2)c1)N1CCN(CCO)CC1 returned HT1080 cytotoxicity 4%.
CCn1c(=S)[nH]c2cc(C(=O)OC)ccc2c1=O was read as HT1080 cytotoxicity -10%.
O=C(CSc1nc2ccccc2[nH]1)N1CCN(S(=O)(=O)c2ccc(Cl)cc2)CC1 was read as HT1080 cytotoxicity -13%.
COc1ccc2oc(=O)c(C(=O)N3c4ccccc4CC3C)cc2c1 (centres undefined) was read as HT1080 cytotoxicity 12%.
Cc1nn(-c2ccccc2)c(Cl)c1/C=C1\SC(=S)NC1=O was read as HT1080 cytotoxicity 4%.
CCOC(=O)C1CCCN(C(=O)c2cc(Nc3ccc(OC)cc3OC)nc3ccccc23)C1 (centres undefined) was read as HT1080 cytotoxicity 9%.
For OCCOc1nnnn1-c1ccccc1 the results were HT1080 cytotoxicity -15%.
For O=C(COc1ccccc1Cl)Nc1nc(-c2cccs2)cs1 the results were HT1080 cytotoxicity -12%.
`COC(=O)c1ccc(S(=O)(=O)N2CCCCC2)o1` gave HT1080 cytotoxicity 8%.
Nc1ccc2nc(-c3ccc(N)c(Cl)c3)[nH]c2c1 was read as HT1080 cytotoxicity 6%.
`Cn1c(SCC(=O)N2CCN(S(=O)(=O)c3ccccc3)CC2)nc2ccccc21` gave HT1080 cytotoxicity -12%.
CC(=O)c1cc2c(C)cc(=O)oc2cc1O was read as HT1080 cytotoxicity 2%.
Screening CCCC[N+](C)(C)CCC(=O)NC(C)(C)CS(=O)(=O)[O-] returned HT1080 cytotoxicity -4%.
`CC(=O)Nc1ccc2c(c1)OCCO2` gave HT1080 cytotoxicity -5%.
`CCn1nnnc1SCC(=O)NCc1ccc2c(c1)OCO2` gave HT1080 cytotoxicity 1%.
`Cn1c(SCc2nc(-c3ccc(Cl)cc3)no2)nnc1-c1ccccc1` gave HT1080 cytotoxicity 0%.
Screening O=C(CN(CC1CCCO1)C(=O)CNS(=O)(=O)c1ccc(Cl)cc1)NCC1CCCO1 (centres undefined) returned HT1080 cytotoxicity -16%.
For O=C(Nc1c(Cl)cc(Cl)cc1C(=O)NCCN1CCOCC1)c1ccc(Cl)cc1Cl the results were HT1080 cytotoxicity -12%.
For CCOc1ccc(C2=Nn3c(nnc3-c3ccco3)SC2)cc1 the results were HT1080 cytotoxicity -5%.
For CC(C)OC(=O)CSc1nnc(Cc2ccccc2)n1CC1CCCO1 (centres undefined) the results were HT1080 cytotoxicity -13%.
`CCCC[C@@H]1C[C@H]1C(NC(=O)c1ccccc1)c1ccc(Cl)cc1` (some centres undefined) gave HT1080 cytotoxicity -30%.
For O=C(CCc1ccccc1O)N/N=C/c1ccc(Sc2cccc3cccnc23)o1 the results were HT1080 cytotoxicity 3%.
Cc1ccc(C)c(N2CCN(C(=O)CCn3c(=S)[nH]c4cc5c(cc4c3=O)OCO5)CC2)c1 was read as HT1080 cytotoxicity 14%.
`NC(=O)c1noc(C(=O)N(CC(=O)NC2CCCC2)Cc2ccc3c(c2)OCO3)c1N` gave HT1080 cytotoxicity 9%.
`O=C1COc2ccc(C(=O)CSc3nnc(Cc4cccs4)n3-c3ccc(Cl)cc3)cc2N1` gave HT1080 cytotoxicity -6%.
For Fc1ccc(-c2n[nH]c(=S)n2CC2CCCO2)cc1 (centres undefined) the results were HT1080 cytotoxicity 0%.
Screening CCOc1ccc(-c2nc(CSCC(=O)NC3CCCc4ccccc43)c(C)o2)cc1 (centres undefined) returned HT1080 cytotoxicity -10%.
For C(=C1/CCCC2=C1Nc1ncnn1C2c1ccccc1)/c1ccccc1 (centres undefined) the results were HT1080 cytotoxicity 33%.

Compound activity from PubChem.
